Smad3 FoxH1 inh: Smad3/FoxH1 peptide binding inhibitors, primary screen, biochemical, TR-FRET. inhibition, % at 25 µM. TR-FRET Smad3/Dy647-FoxH1 peptide binding, europium anti-His. 88,000 compounds, 0.29% hits. Mothers against decapentaplegic homolog 3 (Homo sapiens), P84022. AID 630, 2007;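 active means compounds that reduce the energy-transfer binding signal between the protein and its labelled peptide by more than half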;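 further: 0% = Smad3 plus labelled peptide maximal FRET and 100% = peptide-only background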
Target sequence (P84022 whole entry, looked up): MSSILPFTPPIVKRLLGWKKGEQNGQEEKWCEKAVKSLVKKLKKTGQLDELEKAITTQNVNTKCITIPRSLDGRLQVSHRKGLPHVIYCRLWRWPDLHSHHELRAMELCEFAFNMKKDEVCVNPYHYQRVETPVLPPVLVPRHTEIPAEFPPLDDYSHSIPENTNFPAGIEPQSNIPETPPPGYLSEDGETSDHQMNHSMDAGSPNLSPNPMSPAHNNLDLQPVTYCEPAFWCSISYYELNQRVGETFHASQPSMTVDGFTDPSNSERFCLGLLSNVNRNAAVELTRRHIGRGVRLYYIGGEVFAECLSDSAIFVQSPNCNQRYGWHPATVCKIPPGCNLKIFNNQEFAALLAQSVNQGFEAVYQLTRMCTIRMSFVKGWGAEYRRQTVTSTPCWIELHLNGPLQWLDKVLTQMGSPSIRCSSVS
hDAT+cocaine: changed hDAT dopamine uptake under cocaine IC80, either direction, primary screen, cocaine antagonist project, cell-based, LLC-PK1 hDAT, [14C]-dopamine uptake, MLSMR. Sodium-dependent dopamine transporter (Homo sapiens), Q01959. LLC-PK1 hDAT cells, [14C]-dopamine uptake with cocaine IC80; actives deviate in either direction. B-score at 10 µM. 110,000 compounds, 1.3% hits;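 active means Z score or B-score, a plate-position-corrected score, falls beyond the plate's 99.7% confidence bounds, in either direction; inactive means both scores lie inside the 99.7% bounds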;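 further: scored against the spread of the other compound wells on the same plate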
Target sequence (Q01959 whole entry, looked up): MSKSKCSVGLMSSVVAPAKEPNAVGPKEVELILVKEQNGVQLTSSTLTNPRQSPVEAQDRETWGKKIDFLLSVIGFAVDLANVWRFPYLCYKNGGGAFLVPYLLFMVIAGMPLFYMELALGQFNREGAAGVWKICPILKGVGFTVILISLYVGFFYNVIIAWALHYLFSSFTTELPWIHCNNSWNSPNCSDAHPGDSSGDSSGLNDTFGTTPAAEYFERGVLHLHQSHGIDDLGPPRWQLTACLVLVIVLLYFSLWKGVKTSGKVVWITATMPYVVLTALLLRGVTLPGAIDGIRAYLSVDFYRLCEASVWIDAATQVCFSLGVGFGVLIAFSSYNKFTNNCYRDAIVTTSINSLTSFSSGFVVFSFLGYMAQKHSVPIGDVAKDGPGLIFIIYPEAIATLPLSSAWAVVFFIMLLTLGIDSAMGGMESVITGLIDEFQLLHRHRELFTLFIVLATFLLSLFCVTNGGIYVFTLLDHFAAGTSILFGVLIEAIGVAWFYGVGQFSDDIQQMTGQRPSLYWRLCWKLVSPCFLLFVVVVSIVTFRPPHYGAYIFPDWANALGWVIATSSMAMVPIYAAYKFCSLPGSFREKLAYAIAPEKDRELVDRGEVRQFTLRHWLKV
cytoskel mod: modifiers of F-actin cytoskeleton organization, primary screen, imaging, HUVEC, phalloidin staining, high-content imaging. HUVEC TNFa F-actin phalloidin imaging. inhibition, % at 2 µM. 91,000 compounds, 0.18% hits. AID 836, 2007;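 active means inhibition above the batch mean plus 3 SD and confirmed as a hit by visual image inspection, cut at about 30% in these data, passing the limit was not always enough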; further: strong numbers were not always called active
HUVEC tox TNFa: cytotoxicity in TNFa-stimulated HUVEC, primary screen, cytotoxicity control for VCAM1 expression modulator project, imaging, Hoechst nuclei count; HUVEC TNFalpha-stimulated, Hoechst cell count; cell count reduction, % at 2 µM; 93,000 compounds, 0.17% hits;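 active means cell count reduction exceeding the screen mean by over 5 SD, scaled to untreated wells per plate, cut at about 78% in these data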;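 further: cells counted after 24 h of TNF alpha exposure following the 1 h pretreatment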
Calb biofilm kill: clotrimazole potentiators killing Candida biofilms, primary screen, with clotrimazole, Alamar Blue. C. albicans biofilm + clotrimazole. inhibition, % at 6 µM. 85,000 compounds, 0.14% hits. AID 834, 2007;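 active means inhibition above 20%; inactive means inhibition below 20%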;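 further: preformed 24 hr biofilms exposed to compound for 48 hr; 0% = biofilm without compound and 100% = blank killed by clotrimazole plus chlorhexidine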
IL1B cytotox: cytotoxicity in IL-1B stimulated HUVEC, primary screen, cytotoxicity control for IL-1B NFkB translocation project, imaging, Hoechst nuclear count, IL-1B stimulus. 94,000 compounds, 0.41% hits. cell count reduction, % at 2 µM. HUVEC cell count loss;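 active means cell count reduction more than 3 SD above the screen-wide mean, cut at about 70% in these data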;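 further: normalized per plate to untreated control cells as the no-loss baseline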
LYP inh 2: PTPN22 phosphatase inhibitors, primary screen, biochemical, DiFMUP fluorescence, 2 µM; AID 640, 2007; inhibition, % at 2 µM; 96,000 compounds, 0.21% hits; Tyrosine-protein phosphatase non-receptor type 22 (Homo sapiens), Q9Y2R2; recombinant LYP catalytic domain;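 active means inhibition at 2 µM at or above a set limit, the screen mean plus 3 SD, cut at about 24% in these data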;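 further: 0% = DMSO with enzyme and 100% = enzyme fully blocked by orthovanadate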
VCAM1 TNFa inh: inhibitors of TNFa-induced VCAM1 expression, primary screen, imaging, HUVEC, TNFa stimulus, immunofluorescence; HUVEC TNFa-induced VCAM-1 immunofluorescence, high-content imaging; inhibition, % at 2 µM; 95,000 compounds, 0.48% hits; AID 802, 2007;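 active means inhibition above the batch mean plus 3 SD, with images confirmed as a hit by eye, cut at about 37% in these data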;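 further: 0% = TNF-stimulated DMSO wells and 100% = unstimulated control wells; not every result past the cut was called active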
MT1-MMP txn act: MT1-MMP promoter reporter activation – cell-based, luciferase luminescence, primary screen; HT1080 MT1-MMP promoter luciferase reporter, overnight; stronger effect = higher value; activation factor at 10 µM; 86,000 compounds, 0.16% hits; AID 750, 2007;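 active means activation factor of at least 2 for MT1-MMP transcription at 10 µM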
* marks the source's active call; other numbers are inactive results; . = not tested or not shown; [ ] = remark or other dose.

1: Cc1nnc(SCC(=O)Nc2ccc(Br)cn2)[nH]c1=O
2: COc1cc(C2NC(=O)NC(C)=C2C(=O)OC2CCCC(C)C2)ccc1O (stereo unspecified)
3: O=c1[nH]ncc(N/N=C/c2ccccc2)c1Cl
4: Cc1ccccc1NC(=S)NC(NC(=O)N(C)C)C(Cl)(Cl)Cl (stereo unspecified)
5: CCc1cc2c(cc3c(=O)n(CC(=O)NCCCN4CC(C)CC(C)C4)ncn32)s1 (stereo unspecified)
6: Clc1ccc(CSc2ncn(-c3ccccc3)n2)cc1
7: COc1ccc(OC)c(S(=O)(=O)N2Cc3ccccc3CC2C(=O)O)c1 (stereo unspecified)
8: COc1ccc(S(=O)(=O)N2CCC(C(=O)N3CCc4ccccc4C3)CC2)cc1OC
assay / compound,1,2,3,4,5,6,7,8
cytoskel mod,0,9,2,16,22,10,.,.
HUVEC tox TNFa,6,-38,-12,-5,-41,-10,.,.
IL1B cytotox,-21,-63,7,-8,9,-7,6,.
Calb biofilm kill,5,2,5,.,.,-4,3,8
MT1-MMP txn act,1.2,0.7,1,.,.,1.1,1,1.1
Smad3 FoxH1 inh,46[fluorescence artefact?],0,14,.,.,-1,6,3
hDAT+cocaine,0.0092,1.1,-0.84,-2,0.57,-0.013,-0.13,0.19
LYP inh 2,-11,-7,-11,4,-6,-3,-6,.
VCAM1 TNFa inh,-1,-17,14,19,-2,-11,.,.

9: CC(=O)c1c(C)nc2nonc2c1N
10: CC(=O)Nc1ccccc1OC(=O)N1CCOCC1
11: COc1ccc(S(=O)(=O)N(CC(=O)NCC2CCCO2)c2ccccc2)cc1OC (stereo unspecified)
12: Cc1c(C(=O)O)oc2ccc(S(=O)(=O)N3CC(C)CC(C)C3)cc12 (stereo unspecified)
13: Cc1cc(O)c(C(C)C)cc1NC(=O)c1cccc(Cl)c1
14: COc1cc(C(=O)NCC(C)C)cc(OC)c1OC
15: Cn1c(CNC(=O)c2ccc(F)cc2)nc2ccccc21
16: CCOC(=O)N1CCC(n2c(SCC(=O)N3CCC(C)CC3)nc3ccccc3c2=O)CC1
assay / compound,9,10,11,12,13,14,15,16
cytoskel mod,-6,10,-19,.,1,-9,.,10
HUVEC tox TNFa,-11,-12,-19,.,-27,7,.,-25
IL1B cytotox,-4,-6,-2,.,-15,-8,.,-7
Calb biofilm kill,5,5,3,7,.,.,4,24*
MT1-MMP txn act,1,1.1,1.1,1.2,.,.,1.2,1
Smad3 FoxH1 inh,-3,-3,-3,3,.,.,10[fluorescence artefact?],1
hDAT+cocaine,.,-0.023,0.79,-0.005,-0.19,-0.57,0.98,2.1
LYP inh 2,-2,1,-1,.,4,-10,.,10
VCAM1 TNFa inh,-2,-16,-11,.,-13,-8,.,3

17: C[N+](C)(C)CCOP(=O)(O)OP(=O)([O-])OC[C@H]1O[C@@H](n2ccc(N)nc2=O)[C@H](O)[C@@H]1O
18: CCOC(=O)c1cccc(NC(=O)c2cnc3ccccc3n2)c1
19: Cc1sc2ncn(-n3c(C)ccc3C)c(=O)c2c1C
20: CC(=O)c1ccc(NC(=O)Nc2ncn(Cc3cccc(C)c3)n2)cc1
21: CCN(CC)S(=O)(=O)c1ccc2[nH]cc(C(=O)NCCN3CCCCCC3)c(=O)c2c1
22: Cc1cccc(Nc2nc(-c3cccs3)cs2)n1
23: COCc1cc(=O)[nH]c(Nc2nc3ccc(C)cc3o2)n1
24: CC1(c2ccccc2)NC(=S)N2C1NC(=S)N2c1ccccc1 (stereo unspecified)
assay / compound,17,18,19,20,21,22,23,24
cytoskel mod,.,1,-4,-10,-28,-11,-5,0
HUVEC tox TNFa,.,-17,-39,-10,-29,-6,-7,-5
IL1B cytotox,.,-19,4,11,-11,-14,-6,18
Calb biofilm kill,10,9,6,8,3,5,5,-1
MT1-MMP txn act,1.1,1.4,1.1,1.2,1.1,2.3*,1.4,1.6
Smad3 FoxH1 inh,2,7,2,7,9,12,4,-9
hDAT+cocaine,-1.3,-0.0083,0.84,0.066,.,1.7,1.4,-0.17
LYP inh 2,.,-9,-18,16,2,-2,-4,0
VCAM1 TNFa inh,.,0,-34,-3,0,-3,24,4

25: O=C(Nc1ccccc1)Nc1ccccc1C(=O)NCc1ccccc1
26: COc1ccccc1OCCn1c(CO)nc2ccccc21
27: CCOC(=O)N1CCN(c2c(NCCc3ccc(OC)c(OC)c3)c(=O)c2=O)CC1
28: CC(=O)c1c(OC(=O)c2ccco2)c2ccccc2n1C
29: Cc1ccccc1C(=O)OCCCN=C1NS(=O)(=O)c2ccccc21
30: CC(C)(C)n1nnnc1C(c1cccs1)N(Cc1ccc(Cl)cc1)CC1CCCO1 (stereo unspecified)
31: CCOC(=O)C1CCCN(C(=S)Nc2ccc(C)cc2C)C1 (stereo unspecified)
32: NC(=O)c1cc2n(n1)C(C(F)(F)F)CC(c1ccco1)N2 (stereo unspecified)
assay / compound,25,26,27,28,29,30,31,32
cytoskel mod,.,5,0,6,-21,-15,0,3
HUVEC tox TNFa,-69,-5,-19,2,8,11,-4,-1
IL1B cytotox,-9,-20,-6,4,12,32,-2,5
Calb biofilm kill,4,-3,5,5,-2,1,.,2
MT1-MMP txn act,1.2,1.1,1.1,1.1,1.1,.,.,.
Smad3 FoxH1 inh,1,5,2,4,2,6,.,-2
hDAT+cocaine,-0.31,0.94,-0.68,.,0.81,-0.14,0.76,-0.094
LYP inh 2,-6,4,-7,7,-3,-2,-1,-4
VCAM1 TNFa inh,5,-6,10,11,-13,6,-4,9

33: CCOc1ccc(NC(=O)C2CCC(C)(C(=O)O)C2(C)C)cc1 (stereo unspecified)
34: COC(=O)c1ccc(NC(=O)CN2C(=O)CNC2=O)cc1
35: Cc1cc(C)nc(SCC(=O)N/N=C/c2cccn2-c2cccc(C(F)(F)F)c2)n1
36: COCCOC(=O)c1c(C)oc2ccc(OC(=O)c3cccs3)cc12
37: Cn1c(CSCc2ccccc2Cl)nnc1SCC(=O)Nc1nccs1
38: Cc1cccc(NC(=O)c2cc(S(=O)(=O)c3ccccc3)ccc2Cl)c1
39: CCOC(=O)c1nnn(CC(=O)N2N=C(c3ccc(Cl)cc3)CC2c2ccc(OC)cc2)c1C(=O)OCC (stereo unspecified)
40: CS(=O)(=O)N(CC(=O)Nc1ccc(Cl)c(Cl)c1)C1CCCCC1
assay / compound,33,34,35,36,37,38,39,40
cytoskel mod,-21,1,18,-8,-5,4,-28,15
HUVEC tox TNFa,-4,-13,-7,-20,-2,-16,6,-26
IL1B cytotox,30,-1,-14,-39,-12,4,-19,8
Calb biofilm kill,1,.,4,11,4,.,-6,0
MT1-MMP txn act,1.1,.,1.2,1.1,1.1,.,1.2,1.1
Smad3 FoxH1 inh,-1,.,9,7,2,.,1,-5[fluorescence artefact?]
hDAT+cocaine,-0.48,-0.56,2.5,-0.13,0.15,-0.58,0.38,1.3
LYP inh 2,-3,-3,2,-16,-4,2,-3,-10
VCAM1 TNFa inh,-10,13,7,4,-4,-4,-2,2

41: CCn1cc(C(=O)N/N=C(/C)c2ccc(F)cc2)c(=O)c2cc(F)c(N3CCCC3)cc21
42: O=S(=O)(c1ccc(N2CCN(c3ccc(F)cc3)CC2)cc1)N1CCCC1
43: CCOC(=O)C1C(C)=CC(=O)CC1c1ccco1 (stereo unspecified)
44: COc1ccccc1-c1nnc2n1N=C(C(C)(C)C)CS2
45: CC(=O)N1CCN(c2ccc(NC(=O)C(C)Oc3ccc(Cl)cc3Cl)cc2)CC1 (stereo unspecified)
46: C=CCNC(=O)NS(=O)(=O)c1ccc(C)cc1
47: COc1ccc(COC(=O)Nc2cc3c(C(F)(F)F)nn(C)c3s2)cc1
48: COc1ccc(NC(=O)C2CC(=O)n3ncnc3N2)cc1 (stereo unspecified)
assay / compound,41,42,43,44,45,46,47,48
cytoskel mod,16,-5,-3,-12,10,14,-20,4
HUVEC tox TNFa,-20,-16,-15,-44,-9,-24,-15,-18
IL1B cytotox,12,-25,2,16,-5,-23,.,4
Calb biofilm kill,.,-3,5,1,12,2,14,.
MT1-MMP txn act,.,1.1,1.1,1.1,.,1.2,1,.
Smad3 FoxH1 inh,.,-25[fluorescence artefact?],3,-7,-12,10,6,.
hDAT+cocaine,-0.41,-0.047,-1.2,1.3,-0.81,-1.6,-1.8,0.69
LYP inh 2,9,-7,14,-2,-13,-6,7,1
VCAM1 TNFa inh,-4,8,-7,-13,12,2,3,7

Quoted from the listing.
CCOC(=O)C1CCCN(C(=S)Nc2ccc(C)cc2C)C1 (stereo unspecified) – hDAT+cocaine: 0.76
CCc1cc2c(cc3c(=O)n(CC(=O)NCCCN4CC(C)CC(C)C4)ncn32)s1 (stereo unspecified) – HUVEC tox TNFa: -41

Next part
49: Cc1ccc(S(=O)(=O)N2CCC(C(=O)NCCc3ccccc3)CC2)cc1
50: Cc1cc(C)n(S(=O)(=O)c2cc(C(=O)O)c(Cl)cc2Cl)n1
51: O=C(O)c1ccc(-n2nnnc2SCc2ccccc2)cc1
52: CN(Cc1ccccc1)c1nc2c(c(=O)[nH]c(=O)n2C)n1CCCSc1ncccn1
assay / compound,49,50,51,52
cytoskel mod,.,-3,-5,46
HUVEC tox TNFa,16,16,-3,7
IL1B cytotox,-2,48,-10,-12
Calb biofilm kill,-1,3,0,0
MT1-MMP txn act,1.2,1.1,1,1.1
Smad3 FoxH1 inh,-4,8,-2,-7
hDAT+cocaine,0.23,0.038,0.21,1.6
LYP inh 2,-12,7,3,1
VCAM1 TNFa inh,-4,-7,-9,19

Compounds listed so far that have an aryl thioether with sulfur outside any ring:
1: Cc1nnc(SCC(=O)Nc2ccc(Br)cn2)[nH]c1=O
6: Clc1ccc(CSc2ncn(-c3ccccc3)n2)cc1
16: CCOC(=O)N1CCC(n2c(SCC(=O)N3CCC(C)CC3)nc3ccccc3c2=O)CC1
35: Cc1cc(C)nc(SCC(=O)N/N=C/c2cccn2-c2cccc(C(F)(F)F)c2)n1
37: Cn1c(CSCc2ccccc2Cl)nnc1SCC(=O)Nc1nccs1
51: O=C(O)c1ccc(-n2nnnc2SCc2ccccc2)cc1
52: CN(Cc1ccccc1)c1nc2c(c(=O)[nH]c(=O)n2C)n1CCCSc1ncccn1
assay / compound,1,6,16,35,37,51,52
cytoskel mod,0,10,10,18,-5,-5,46
HUVEC tox TNFa,6,-10,-25,-7,-2,-3,7
IL1B cytotox,-21,-7,-7,-14,-12,-10,-12
Calb biofilm kill,5,-4,24*,4,4,0,0
MT1-MMP txn act,1.2,1.1,1,1.2,1.1,1,1.1
Smad3 FoxH1 inh,46[fluorescence artefact?],-1,1,9,2,-2,-7
hDAT+cocaine,0.0092,-0.013,2.1,2.5,0.15,0.21,1.6
LYP inh 2,-11,-3,10,2,-4,3,1
VCAM1 TNFa inh,-1,-11,3,7,-4,-9,19

High-throughput results as filed in PubChem.

An excerpt; the hit share may differ from the screen's.
